CRE-bla Fsk – Cell signaling CRE-BLA (Fsk stim). CHO CRE-bla reporter (cAMP response element driving beta-lactamase), forskolin EC10, beta-lactamase ratio. Potency, µM (titrated, usually from 38.2 µM), for inactives: at the top dose activity change, negative = inhibition, usual class: activators. 71,000 tested, 2.5% active; active means well fitted activation curve with a large enough effect in the signal ratio, with a control signal flat, not every such curve was filed as active; inconclusive means small, poorly fitted or top-dose-only effect, or effect the other way, or a change in a side signal; the % refers to the signal ratio; further: potency means the concentration at half of the fitted maximal effect; % of control where 0% means no effect
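Reporter-gene assay: CHO cells with beta-lactamase behind cAMP responsive elements, co-treated with compound and EC10 NKH 477 for 3 hours at 37 degrees Celsius. Activity came from the 460/530 nm CCF4 emission ratio.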
GFP derepression – qHTS Assay for Epigenetic Modulators. mouse C127i GFP locus derepression, cytometry, 30 h. Potency, µM (doses to about 46.1 µM), without a hit: at the highest dose GFP derepression (activation). 68,000 tested, 0.09% active. AID 597, 2007; further: % of control where 0% means no effect
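Read-out is the number of GFP-positive cells, scored as fluorescent objects 20 to 120 um wide, reflecting derepression of a silenced CMV-GFP reporter in murine C127i cells after 30 h compound exposure at 37 C.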
Fluorescein autfl – qHTS Assay for Spectroscopic Profiling in Fluorescein Spectral Region. max fluorescein-equivalent concentration, M. 59,000 tested, 0.91% active. AID 593, 2007. Compound autofluorescence, 480/540 nm, fluorescein-equivalent; active compounds read high; in the data active means max fluorescein-equivalent concentration above about 10 nM; inconclusive means between about 1.1 nM and that limit
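In this qHTS profile, compound fluorescence was measured with a 480 nm/540 nm filter pair following a 15-min room-temperature incubation in 100 mM Tris (pH 8.0). A six-point fluorescein series on each plate served for normalization.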
TexasRed autofl – qHTS Assay for Spectroscopic Profiling in Texas Red Spectral Region. AID 587, 2007. Compound fluorescence, Texas Red channel, 547/618 nm; active compounds read high. 59,000 tested, 0.06% active. max dye-equivalent concentration, M; in the data active means max dye-equivalent concentration above about 10 nM; inconclusive means between about 1.1 nM and that limit
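Dye-equivalent concentrations come from scaling compound signal (ex 547, em 618 nm) to six Texas Red standard concentrations run on every plate, after 15 min room-temperature incubation in pH 8.0 Tris (100 mM).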
A350 autofl – qHTS Assay for Spectroscopic Profiling in A350 Spectral Region | Compound autofluorescence, 340/450 nm, Alexa 350 dye-equivalents; active compounds read high | max dye-equivalent concentration, M | 59,000 tested, 11% active; in the data active means max dye-equivalent concentration above about 10 nM; inconclusive means mostly about 1.1 nM to 9.6 nM
HBB splice mod – qHTS Assay for Modulators of Hemoglobin Beta Chain Splicing; HBB splicing reporter cell assay, activation; EGFP reporter with mutant IVS2-654 intron; response scale: normalised to 500 nM splice-correcting PNA; Potency, µM (top dose mostly 46.1 µM), for the others: at the top dose activation, actives largely listed as activators; 65,000 tested, 0.06% active; AID 925, 2007; further: potency means the concentration at half of the fitted maximal effect; 0% is about no effect
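Compounds were applied for 2 days to HeLa EGFP-654 cells, 500/well in Optimem with 2% FCS. The reporter's EGFP is disrupted by mis-splicing of beta-globin intron IVS2-654. Readout: summed well GFP fluorescence from 488 nm laser scanning; reference was 500 nM antisense […] 654 PNA.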
4-MU autofl – qHTS Assay for Spectroscopic Profiling in 4-MU Spectral Region. compound autofluorescence, 340/450 nm, 4-MU equivalents; active compounds read high. max dye-equivalent concentration, M. 59,000 tested, 11% active. AID 589, 2007; in the data active means max dye-equivalent concentration above about 10 nM; inconclusive means mostly about 1.1 nM to 9.6 nM
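Intrinsic fluorescence at 340/450 nm (ex/em) was read after 15 min at room temperature in pH 8.0, 100 mM Tris. Each compound concentration expressed as 4-MU-equivalent concentration from a six-point 4-MU standard series on each plate.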
UbGFP stabilizer – Ubiquitin-GFP Assay; Ubiquitin-GFP reporter cells, proteasome inhibition, GFP fluorescence; response scale: untreated = 0%, 10 µM MG-132 = 100%; 67,000 tested, under 10 active; Potency, µM (series often up to 45.9 µM), for inactives: at the top dose activation (GFP accumulation), usual class: activators; active means well fitted activation curve with a large enough effect, not every such curve was filed as active; inconclusive means small, poorly fitted or top-dose-only effect, or another doubt; inactive means no such curve, though single readings can be large or run the other way; further: potency means the concentration at half of the fitted maximal effect
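U2OS cells expressing ubiquitin(G76V)-GFP, seeded overnight in 0.5% FBS medium, then treated 4 hr at 37 C across 46 uM to 2.9 nM. GFP-positive cells counted by laser cytometry (488 ex/515 em); %activity scaled between basal and 10 uM MG-132.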
FLuc inh – qHTS Assay for Inhibitors of Firefly Luciferase. purified firefly luciferase, luminescence, 8 min. Potency, µM (series often up to 57.1 µM), without a hit: at the top dose activity change, negative = inhibition, hits mostly inhibitors. 72,000 tested, 2.2% active; further: potency means the concentration at half of the fitted maximal effect; on the % scale 0 is the no-effect control and ±100 the full control effect; nearly all actives have a fitted effect of over 40% in size
Target sequence (P08659 whole entry, looked up): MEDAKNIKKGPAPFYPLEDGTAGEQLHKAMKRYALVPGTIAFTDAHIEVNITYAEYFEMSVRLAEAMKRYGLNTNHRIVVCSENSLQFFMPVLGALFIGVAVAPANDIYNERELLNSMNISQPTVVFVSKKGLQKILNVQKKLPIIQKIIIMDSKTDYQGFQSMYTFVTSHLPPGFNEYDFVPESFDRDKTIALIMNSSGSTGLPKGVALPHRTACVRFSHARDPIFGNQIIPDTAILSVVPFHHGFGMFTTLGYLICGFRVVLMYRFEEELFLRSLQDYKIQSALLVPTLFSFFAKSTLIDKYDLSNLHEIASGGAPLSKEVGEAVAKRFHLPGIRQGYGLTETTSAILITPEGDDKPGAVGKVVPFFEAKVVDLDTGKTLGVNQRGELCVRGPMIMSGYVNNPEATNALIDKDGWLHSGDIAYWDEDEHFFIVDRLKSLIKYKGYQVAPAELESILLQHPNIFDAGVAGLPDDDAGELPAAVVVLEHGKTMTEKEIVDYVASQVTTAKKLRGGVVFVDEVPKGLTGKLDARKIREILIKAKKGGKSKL
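Firefly luciferase (PKLight detection mix) with 10 uM ATP in pH 7.2 imidazole buffer (KCl, MgCl2, Tween 20, BSA). Compounds tested across a concentration series (qHTS). Luminescence read after 8 min at ambient temperature.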
Hsp90 Hop PPI – qHTS Assay for Disrupters of an Hsp90 Co-Chaperone Interaction; Hsp90 C-terminal peptide / TPR2A (Hop) interaction, human; AlphaScreen TPR2A-His6 binding biotin-Hsp90 C-terminal peptide; Potency, µM (highest dose often 57 µM), without a hit: at the highest dose activity change, negative = inhibition; 71,000 tested, 0.44% active; AID 595, 2007; active means well fitted curve in either direction with a large enough effect; inconclusive means small, poorly fitted or top-dose-only effect, or another doubt; further: potency means the concentration at half of the fitted maximal effect; on the % scale 0 is the no-effect control and ±100 the full control effect; many of its hits are not listed in these tables
ERK AVP inh – qHTS Assay for Inhibitors of the ERK Signaling Pathway using a Homogeneous Screening Assay | HEK293-V1b, vasopressin-stimulated pERK AlphaScreen | Potency, µM (highest dose often 57.5 µM), inactives show at the highest dose activity, negative = inhibition, hits mostly inhibitors | 72,000 tested, 0.99% active | AID 995, 2007; further: potency means the concentration at half of the fitted maximal effect; on the % scale 0 is the no-effect control and ±100 the full control effect; nearly all actives have a fitted effect of over 55% in size
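Phosphorylated ERK1/2 detected via AlphaScreen bead proximity in lysates of V1b-expressing HEK293 cells given 25 nM vasopressin for 5 min after 30 min compound exposure (37 °C). AC50 from Hill equation; basal DMSO 0%, vasopressin 100%.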
* = called active by the depositor; i = inactive; ? = inconclusive; . = not tested or not shown; [ ] = another dose, or the depositor's remark. Unless noted, the call rests on the fitted dose curve; in most records, active means well fitted curve in the direction sought with a large enough effect; inconclusive means small, poorly fitted or top-dose-only effect, or another doubt; inactive means no such curve, though single readings can be large; an effect the other way counts as inactive or inconclusive. A portion of the library; count on the stated rates, not on these rows.

| Compound | FLuc inh | HBB splice mod | ERK AVP inh | CRE-bla Fsk | Fluorescein autfl | TexasRed autofl | A350 autofl | UbGFP stabilizer | GFP derepression | 4-MU autofl | Hsp90 Hop PPI |
| --- | --- | --- | --- | --- | --- | --- | --- | --- | --- | --- | --- |
| CCCN(Cc1ccccc1)C(=O)Nc1ccc2c(c1)nnn2C | 0% | -0.9% | -18% | ? | i | i | ? | -11% | 5% | i | -1% |
| COC(=O)Cc1[nH]nc2c1C(c1c[nH]c3ccccc13)C(C#N)=C(N)O2 (stereo unspecified) | 1% | . | 33% | 1% | i | i | i | 7% | -1% | i | ? |
| CS(=O)(=O)c1ccc([C@H](O)[C@H](CO)NC(=O)C(Cl)Cl)cc1 | 4%[25.5 µM] | 1.5%[20.6 µM] | -5%[25.7 µM] | 1%[17.1 µM] | ? | i | i | 12%[20.5 µM] | 0%[20.6 µM] | i | -2%[26 µM] |
| Cn1c(=O)c2c(nc(SCCCO)n2Cc2ccccc2Cl)n(C)c1=O | 0% | 0.7%[0.369 µM] | -29% | ? | i | i | ? | 0% | 7% | i | -7% |
| CC1(C)Oc2ccc3ccc(=O)oc3c2-c2cnoc21 | 0% | -0.5% | . | ? | . | . | . | -10% | . | . | -1% |
| OC(CN1CCOCC1)CN1CCOCC1 | -2% | 3.9% | 6% | ? | ? | i | i | -2% | -3% | i | -2% |
| c1ccc([C@@H]2CN3CCSC3=N2)cc1 | 13%[25.5 µM] | -1.2%[20.6 µM] | -16%[25.7 µM] | 3%[17.1 µM] | ? | i | i | -5%[20.5 µM] | 1%[20.6 µM] | i | -3%[26 µM] |
| Clc1ccc(OCc2nnc3n2N=C(c2ccc4c(c2)OCCO4)CS3)c(Cl)c1 | 0% | 0.3% | 17% | 13µM* | ? | i | i | -13% | 0% | i | -3% |
| CC(=O)c1cccc(NC2c3ccccc3C(=O)N2Cc2ccc3c(c2)OCO3)c1 (stereo unspecified) | 1% | -0.9% | -15% | 10% | . | . | . | -4% | . | . | -3%[2.3 µM] |
| CC(C(=O)NC1=NCCS1)N1C(=O)C2CC=CCC2C1=O (stereo unspecified) | 0% | 0.4%[57.5 µM] | 5% | -1% | i | ? | i | -6% | -4% | i | 0% |
| CCOc1cccc(C(=O)Nc2cccc(-c3nc4ncccc4o3)c2C)c1 | -4% | -0.4% | 13µM* | ? | i | i | i | -4% | -3% | i | -3% |
| CCOP(=O)(c1ccc(N(C)C)cc1)C(O)c1cc(OC)c(OC)c(OC)c1 (stereo unspecified) | 2% | 3.3%[1.84 µM] | 0% | ? | i | i | i | -4% | -2% | i | 2% |
| COc1cc2c(cc1OC)-c1nnc(C)n1C1(CCCC1)C2 | 2% | -0.5% | 11% | ? | . | . | . | 9% | . | . | -2%[2.3 µM] |
| CC(=O)N1CCN(c2ccc(NCc3ccc(C(C)C)cc3)cc2)CC1 | -1% | . | ? | 11% | i | i | i | 3% | 0% | i | ? |
| Cc1ccc(Oc2ccc(OCC(=O)NC(C)C(=O)O)cc2)cc1 (stereo unspecified) | -1% | -1.1% | -4% | -9% | ? | i | 1.2e-08M* | 0% | 0% | ? | -9% |
| Cc1cc(C(F)(F)F)n2ncc(C(=O)O)c2n1 | 3% | 0.3% | . | -6% | . | . | . | 1% | . | . | -3% |
| CN1CCN(CCCNC(=O)c2ccc(CSCc3cccc(Cl)c3)o2)CC1 | 1% | 1.7% | 17% | -16% | i | ? | i | 22% | -1% | i | -3% |
| COC(=O)c1ccc(C2c3c(oc4cc(C)c(C)cc4c3=O)C(=O)N2CCCN(C)C)cc1 (stereo unspecified) | 0% | -0.5% | -17% | -9% | . | . | . | 3% | 3% | . | -5% |
| CSCC[C@@H](C(=O)O)N(C)C | 3%[11.4 µM] | 2.9%[9.22 µM] | -2%[11.5 µM] | -1%[7.6 µM] | ? | i | i | 1%[9.17 µM] | -2%[9.22 µM] | i | -2%[11 µM] |
| COc1ccc(-c2nc3cnc(Oc4ccccc4)nc3n(C3CC3)c2=O)cc1 | 0%[11.4 µM] | -0.4% | -9% | ? | i | i | 1.2e-08M* | -1% | -3%[9.22 µM] | ? | -1% |
| CC1CCCCN1C(=O)COc1ccc(NC(=O)c2ccco2)cc1 (stereo unspecified) | -26% | 6.9% | 2% | ? | i | i | ? | -2% | 0% | i | -1% |
| CCOc1cc(S(=O)(=O)N2CCOCC2)ccc1F | 2% | -1.0% | 0% | ? | i | i | i | -1% | -2% | i | -5% |
| CC(=O)N1c2ccccc2C(C)CC12CCCCC2 (stereo unspecified) | -1% | 0.4% | 0% | 1% | i | ? | i | 15% | 0% | i | 2% |
| Cc1cc(=O)c2n(Cc3ccccc3Cl)nc[n+]2[nH]1 | -1% | -0.4%[57.5 µM] | -23% | 3% | i | i | i | -2% | -1% | i | 0% |
| CS(=O)(=O)Nc1cccc(-c2nc(Nc3ccncc3)c3ccccc3n2)c1 | -1%[2.29 µM] | 0.3% | ? | 6.3µM* | i | i | i | 11% | 5%[9.22 µM] | i | -11% |
| O=c1[nH]c(=S)c2c(n1-c1ccccc1)CCC2 | 2% | 0.3% | -16% | 1% | i | i | i | 6% | 0% | i | -3% |
| O=c1c2ccccc2nnn1CSc1nnc(-c2ccc3c(c2)OCO3)o1 | -9% | 0.0% | 4% | ? | i | i | i | -2% | -1% | i | -2% |
| COc1ccc(OCC(=O)N2CCN(C(=O)c3cccc4ccccc34)CC2)cc1 | -3%[25.5 µM] | . | . | . | i | i | i | . | 4%[20.6 µM] | i | . |
| COc1ccc(C(=O)N2CCN(C(=O)c3ccco3)CC2)cc1OC | 1% | . | -5% | -3% | ? | i | i | -6% | 1% | i | -2% |
| CCn1c(SCC(=O)N2c3ccccc3CCc3ccccc32)nc2c1c(=O)n(C)c(=O)n2C | 2% | -0.2%[57.5 µM] | 6% | 3% | i | i | i | -2% | 0% | i | -2% |
| Cn1c(=O)c2cc(S(=O)(=O)NCCC(=O)Nc3ccccc3F)ccc2n(C)c1=O | 4% | -2.8% | -22% | -15% | i | i | i | 7% | 0% | i | -2% |
| CC1CCCCN1S(=O)(=O)c1ccc2c(c1)oc(=O)n2CC(=O)O (stereo unspecified) | -2% | 4.9% | 6% | ? | ? | i | i | 4% | 1% | i | ? |
| O=C(CSc1nnc(-c2cccnc2)n1-c1ccccc1)Nc1ccccn1 | 3% | -0.6%[57.5 µM] | -8% | ? | i | i | ? | -4% | 0% | i | -6% |
| CCC(C)c1ccc(O)c(NC(=O)c2ncn[nH]2)c1 (stereo unspecified) | -11% | -0.3% | -8% | -5% | i | ? | i | -2% | -8% | i | -18% |
| COCCn1c(SCC#N)nnc1-c1ccc2c(c1)OCO2 | 6% | . | -2% | 8% | i | i | i | 3% | 2% | i | -2% |
| O=C(NCc1ccco1)C1CC(=O)N(c2ccc(O)cc2)C1 (stereo unspecified) | 5% | 3.8% | -13% | -2% | i | i | ? | 7% | 3% | i | -4% |
| COC(=O)c1ccc(C(=O)OC)c(N)c1 | -13% | 7.3%[0.369 µM] | 19% | ? | i | i | 1.1e-05M* | -3% | 0% | 6.6e-06M* | 3% |
| CCn1c(=O)c(C(=O)Nc2nc3ccccc3[nH]2)c(O)c2ccccc21 | -2% | . | 14% | 7% | i | i | 1.6e-08M* | -1% | -1% | 1.6e-08M* | -1% |
| Cc1ccc(-c2nc(-c3ccccn3)no2)cc1Cl | 0.4µM* | -0.9% | -7% | 7% | i | i | i | 8% | 0% | i | 2% |
| COc1ccc(CCNC(=O)CSc2nc3c(c(=O)n(C)c(=O)n3C)n2C(C)C)cc1OC | 2% | . | -21% | 11% | ? | i | i | 0% | -3% | i | -3% |
| COc1ccccc1S(=O)Cc1ccc(C(=O)NCc2ccccc2Cl)o1 (stereo unspecified) | 2% | -0.8% | -1% | -13% | . | . | . | -11% | . | . | -3%[2.3 µM] |
| CN(C)CC(=O)c1ccc(-c2ccccc2)cc1 | -3% | -2.6% | 4% | -4% | . | . | . | -3% | -2% | . | -5% |
| Cc1n[nH]c(=O)nc1N1CCc2ccccc2C1 | 1% | -1.0% | -9% | ? | i | i | i | 0% | 0% | i | -3% |

Screening data deposited in PubChem by National Center for Advancing Translational Sciences (NCATS).
